High-throughput results as filed in PubChem.
Vif-APOBEC3G blk – blocks the Vif interaction with human APOBEC3G; Q9HC16; HeLa A3G-eYFP + Vif (tagged APOBEC3G with the HIV-1 protein that degrades it), YFP fluorescence, overnight; Potency, µM (doses to about 46.1 µM), for inactives: top-dose activity, negative = active, actives largely listed as inhibitors; 410,000 tested, 0.076% active;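 also: % is scaled to controls: 0 for no effect and ±100 for the full control effect; nearly all actives have a fitted effect of over 60% in size; hits raise eYFP signal because A3G escapes Vif-driven loss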
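HeLa cells stably expressing Vif and C-terminally eYFP-tagged A3G, seeded overnight at 37 deg C, then exposed to compound by pintool overnight at 37 deg C. Rise in yellow fluorescence (Ex 488/Em 500-530, Acumen) marks blocked Vif-driven A3G degradation.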
mIDH1 inhibitor – inhibitors of human mutant IDH1 R132H; O75874; IDH1-R132H enzyme, NADPH consumption, diaphorase/resazurin fluorescence; Potency, µM (series often up to 76.6 µM), for inactives: top-dose activity change, negative = inhibition, hits mostly inhibitors; 390,000 tested, 0.093% active; AID 602179; also: % is scaled to controls: 0 for no effect and ±100 for the full control effect; nearly all actives have a fitted effect of over 65% in size
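IDH1-R132H (0.5 ug/mL) preincubated 30 min with compound, then NADPH (0.016 mM) and alpha-KG (2 mM) added; 80 min at RT, pH 7.5. Remaining NADPH coupled via diaphorase/resazurin to fluorescence (540/590 nm); concentration-response curves normalized to no-enzyme control.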
rTrxR1 inhibitor – rat TrxR1 inhibition; 390,000 tested, 1% active; O89049; recombinant rTrxR1, NADPH fluorescence consumption, selenite substrate; AID 588453; Potency, µM (highest dose often 114 µM), for inactives: at the highest dose activity change, negative = inhibition, most hits filed as inhibitors; also: % is scaled to controls: 0 for no effect and ±100 for the full control effect; nearly all actives have a fitted effect of over 65% in size
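Rat TrxR1 (90 nM in the dispensed reagent) was pre-reduced with 400 uM NADPH for 5 min at room temperature, then incubated with compound for 15 min. After 400 uM selenite was added, NADPH fluorescence (Ex 340/Em 450 nm) was followed for 8 min.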
12-LOX inh – inhibitors of human 12S-lipoxygenase ALOX12 | purified 12hLO, xylenol orange hydroperoxide absorbance | 580,000 tested, 1.1% active | P18054 | Potency, µM (highest dose often 108 µM), for inactives: top-dose activity change, negative = inhibition, actives largely listed as inhibitors; also: % is scaled to controls: 0 for no effect and ±100 for the full control effect
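Purified human 12hLO (150 nM final) in 25 mM Hepes, 0.01% Triton X-100, pH 7.0 was preincubated 15 min at room temperature with compound. Then 40 uM arachidonic acid was added, 30 min. Hydroperoxide was read by Fe-XO absorbance ratio 573/405 nm.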
TrxR1 substrate – rat thioredoxin reductase 1 substrate activity; 390,000 tested, 0.01% active; AID 588456; purified TrxR1 substrate turnover, NADPH consumption readout; O89049; Potency, µM (series often up to 114 µM), without a hit: at the top dose activity change, negative = substrate turnover; also: % is scaled to controls: 0 for no effect and ±100 for the full control effect; nearly all actives have a fitted effect of over 50% in size
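Rat TrxR1, dispensed at 90 nM, was prereduced with 400 uM NADPH (final) for 5 min at ~22 deg C, then incubated with compound 15 min before 400 uM selenite. A first-read NADPH fluorescence drop versus no-compound background flagged substrates.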
RGS4 inhibitor – blocks human RGS4-accelerated GTP hydrolysis; Potency, µM (titrated, usually from 114 µM), without a hit: top-dose activity change, negative = inhibition, hits mostly inhibitors; P49798; 390,000 tested, 0.039% active; Transcreener GDP fluorescence polarization, RGS4-accelerated GTP hydrolysis; AID 504845; also: % is scaled to controls: 0 for no effect and ±100 for the full control effect; nearly all actives have a fitted effect of over 75% in size; some results filed as inactive show a strong effect at the top dose
Target sequence (P49798 whole entry, looked up): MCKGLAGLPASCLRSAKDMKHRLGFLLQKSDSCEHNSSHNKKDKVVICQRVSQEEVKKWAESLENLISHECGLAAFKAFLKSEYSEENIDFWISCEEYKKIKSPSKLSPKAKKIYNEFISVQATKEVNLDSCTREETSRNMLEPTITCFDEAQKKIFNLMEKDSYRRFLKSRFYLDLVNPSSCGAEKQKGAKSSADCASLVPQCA
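MLSMR compounds (23 nl, pin-transferred) preincubated 10 min at room temperature with a 500nM (2x) first reagent, then RGS4 at 900nM (2x) plus Transcreener GDP mix added; fluorescence polarization (620/688 nm) read before and after 90 min at 30 °C.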
USP1-UAF1 inh – inhibitors of human USP1/UAF1 deubiquitinase; O94782; recombinant USP1/UAF1, Ub-Rhodamine cleavage fluorescence; Potency, µM (doses to about 57.1 µM), inactives show at the highest dose activity change, negative = inhibition, usual class: inhibitors; 390,000 tested, 0.23% active; AID 743255; also: % is scaled to controls: 0 for no effect and ±100 for the full control effect; nearly all actives have a fitted effect of over 60% in size; inactives centre near -12
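USP1/UAF1 complex (1 nM) preincubated 15 min at room temperature with compound, then Ub-Rho substrate (150 nM final) added. Kinetic fluorescence at 480/540 nm over 6 reads at 60 s intervals; 50 mM HEPES pH 7.8, 0.5 mM EDTA, 0.1 mg/ml BSA, 1 mM TCEP, 0.01% Tween-20.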
Vif-A3F inh – Vif-A3F binding inhibition | HeLa A3F-eYFP + Vif (tagged APOBEC3F with the HIV-1 protein that degrades it), YFP fluorescence increase | Potency, µM (series often up to 46.1 µM), for the others: top-dose activity, negative = active | 390,000 tested, 0.2% active | AID 602313; also: % of control where 0% means no effect; nearly all actives have a fitted effect of over 65% in size
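HeLa cells stably expressing Vif plus C-terminally eYFP-tagged A3F were seeded, incubated overnight at 37 deg C, dosed with compound, incubated overnight again at 37 deg C. Yellow fluorescence (Ex 488/Em 500-530) reported blocked Vif-mediated A3F-eYFP degradation.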
RXFP1 ag – activates the human relaxin receptor RXFP1; 370,000 tested, 0.3% active; Potency, µM (doses to about 57.5 µM), inactives show at the highest dose activation, most hits filed as activators; Q9HBX9; HEK293T-RXFP1 cAMP TR-FRET, 30 min; response scale: percent of porcine relaxin response, buffer zero; also: % is scaled to controls: 0 for no effect and ±100 for the full control effect; nearly all actives have a fitted effect of over 60% in size; many of its hits are not listed in these tables
Target sequence (Q9HBX9 whole entry, looked up): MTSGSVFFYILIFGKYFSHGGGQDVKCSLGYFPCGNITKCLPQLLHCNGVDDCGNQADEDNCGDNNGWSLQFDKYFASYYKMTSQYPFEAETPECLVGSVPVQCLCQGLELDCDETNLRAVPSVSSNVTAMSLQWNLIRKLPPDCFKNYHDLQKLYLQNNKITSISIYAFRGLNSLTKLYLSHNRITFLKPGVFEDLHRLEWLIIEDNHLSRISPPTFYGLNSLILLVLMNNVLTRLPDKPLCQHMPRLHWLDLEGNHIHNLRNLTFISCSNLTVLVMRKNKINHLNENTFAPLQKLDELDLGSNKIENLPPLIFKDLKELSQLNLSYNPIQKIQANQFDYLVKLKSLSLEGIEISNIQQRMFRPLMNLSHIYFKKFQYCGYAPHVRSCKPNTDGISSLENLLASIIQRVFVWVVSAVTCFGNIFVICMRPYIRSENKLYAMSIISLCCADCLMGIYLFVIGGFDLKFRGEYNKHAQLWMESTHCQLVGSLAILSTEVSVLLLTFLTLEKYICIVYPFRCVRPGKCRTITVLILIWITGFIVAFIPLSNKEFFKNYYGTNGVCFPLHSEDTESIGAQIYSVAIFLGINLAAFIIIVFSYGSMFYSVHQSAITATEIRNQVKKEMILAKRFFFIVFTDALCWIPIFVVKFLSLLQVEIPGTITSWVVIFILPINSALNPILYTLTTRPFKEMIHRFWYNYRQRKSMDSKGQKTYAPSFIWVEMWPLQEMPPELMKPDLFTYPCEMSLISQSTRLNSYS
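HEK293T cells stably expressing RXFP1 were pretreated with the PDE4 inhibitor Ro 20174, exposed to compounds for 30 min at 37C, lysed, and cAMP was read by TR-FRET. Data normalized to buffer (basal) and 29 nM porcine relaxin (100%).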
Starred values were filed as active, the others as inactive; ? = inconclusive; · = no result given; & = joins results of further samples; [ ] = another dose, or the depositor's remark. Calls follow the shape of the dose curve; as a rule, active = well fitted curve in the direction sought with a large enough effect; inconclusive = small, poorly fitted or top-dose-only effect, or another doubt; inactive = no such curve, though single readings can be large; an effect the other way counts as inactive or inconclusive. Potency is read from the fitted curve at half-maximal effect. An excerpt. The share of hits here may be higher or lower than overall.

SMILES | Vif-APOBEC3G blk | mIDH1 inhibitor | rTrxR1 inhibitor | 12-LOX inh | TrxR1 substrate | RGS4 inhibitor | USP1-UAF1 inh | Vif-A3F inh | RXFP1 ag
Cc1cccc(OCC(=O)Nc2ccc3oc(-c4ccccc4F)nc3c2)c1 | · | · | 38%[activator] | -12% | 41%[activator] | -7% | -28% | · | -23%
COC(=O)[C@H](CCSC)NC(=O)Cn1cnc2c(SC)nc(N)nc21 | 0% | -3% | 20% | -58% | 2% | ? | -6% | -1% | ·
CC(C)(C)[C@@H]1CCC(=O)N(CC[C@H](Sc2ccc(Br)cc2)c2ccccc2)CC1 | -10%&-2% | 11% | 13%&15% | ? | -7%&-1% | -9% | ? | -15% | ·
COc1ccc(C(=O)c2sc(Nc3ccccc3)nc2N)cc1OC | -20% | -7% | 8% | -10%&10% | -7% | -12% | -4% | -23% | 4.1%
CC(C)c1ccc(C(O)P(=O)(OCc2ccccc2)c2ccc(N(C)C)cc2)cc1 (stereo not given) | -4% | 3% | 32% | ? | -2% | -1% | -27% | -1% | -0.2%
COC(=O)c1cc(S(=O)(=O)NCC2CCN(CCc3ccc(OC)cc3)CC2)cn1C | 0% | 5% | 25% | ? | 2% | -5% | -15% | -6% | -3.7%
COC(=O)c1ccc(CN2CCCC(C(=O)Nc3ccc(-c4ccn[nH]4)cc3)C2)cc1 (stereo not given) | 2% | 6% | 4% | 10% | -5% | -23% | -15% | 9% | -0.7%
COc1ccc(Nc2nc(C)cc(C)c2C(N)=O)cc1OC | 9% | 0% | -6% | -17% | -2% | -21% | -17% | -9% | -3.2%
O=C(NCCc1csc(-c2ccc(Cl)cc2)n1)c1cccs1 | -11% | -7% | 6%[57.1 µM] | -30% | -7%[57.1 µM] | -8% | ? | 0% | 0.4%
COC(=O)CNC(=O)CSc1nnc2cc(C)c3ccccc3n12 | 1% | -4% | 4% | 9% | 1% | 15% | -19% | 0% | ?
O=C(COC(=O)c1cncc(Br)c1)Nc1ccc(N2CCCCC2)cc1 | -2% | 0% | 25% | 13% | -3% | -4% | -7% | 2% | 0.5%
COC(=O)c1cc(OC)c(OC)cc1NC(=S)N1CCC(C(N)=O)CC1 | 0% | 1% | 11% | 3% | 3% | -6% | -1% | 0% | -0.5%
Brc1ccc(-c2cn3cccnc3n2)cc1 | -1% | 8% | -4% | 57%[activator] | 156%[activator] | 21% | -18% | · | 4.0%
Nc1cccc(-c2nc3cc(S(=O)(=O)c4ccc5oc(-c6cccc(N)c6)nc5c4)ccc3o2)c1 | -14% | 7% | -2% | -8% | -1% | -39% | -22% | ? | 4.2%
COc1cccc(CN2C(=O)c3ccccc3C2C(=O)NCCc2ccc(OC)c(OC)c2)c1 (stereo not given) | -3% | 8% | 7%[57.1 µM] | ? | 0%[57.1 µM] | 0% | -21% | -16% | 1.8%
COCCn1c(SCC(=O)NC(C)c2ccc(F)cc2)nc2ccccc21 (stereo not given) | -6% | -8% | 10% | -18% | 0% | 9% | -22% | 4% | 0.1%
CCOC(=O)c1ccc(NC(=O)C(Cc2ccccc2)NS(=O)(=O)c2ccc(Br)s2)cc1 (stereo not given) | 2% | -6% | 21% | -9% | 4% | -8% | -9% | -2% | 5.5%
CC(OC(=O)c1cc(S(=O)(=O)N2CCOCC2)ccc1F)C(=O)NC1CCCC1 (stereo not given) | -7% | 5% | 17% | 8% | 3% | 2% | -22% | -6% | 1.0%
COc1ccc(NC(=S)NC(C)C(c2ccccc2)N2CCOCC2)cc1 (stereo not given) | 1% | -5% | -2% | -22% | -3% | 16% | -11% | 5% | 0.0%
COc1ccc(CN(Cc2cccn2C)S(=O)(=O)c2cccc(C(F)(F)F)c2)cc1 | -1% | -8% | 16% | 0% | 2% | -31% | ? | -4% | -0.3%
COc1ccc(NC(=O)CNC(=O)c2ccco2)cc1 | 2% | 2% | 28%[2.29 µM] | 1% | -2%[57.1 µM] | -24% | 9% | 10% | 3.2%
CC(C)[C@H](NC(=O)NCCc1ccc(Cl)cc1)C(=O)O | 4% | 0% | 12% | 5% | -6% | 43% | -2% | 1% | 0.3%
Cc1ccc(/C=C2/SC(=O)NC2=S)o1 | 0% | -5% | 56µM* | · | -27% | ? | -27% | 0% | ?
Cc1nn2c(=O)cc(COC(=O)c3ccc(F)cc3)nc2s1 | 0% | -12% | 18%[57.1 µM] | -23% | 2%[57.1 µM] | -6% | ? | 3% | -0.6%
C=CCn1c(SCC(=O)Nc2ccc3c(c2)OCCO3)nc2cc(C(=O)O)ccc2c1=O | -1% | -1% | 2% | ? | -8% | 38% | -10% | 3% | 1.8%
Additional compounds
SMILES | Vif-APOBEC3G blk | mIDH1 inhibitor | rTrxR1 inhibitor | 12-LOX inh | TrxR1 substrate | RGS4 inhibitor | USP1-UAF1 inh | Vif-A3F inh | RXFP1 ag
Cc1cccc(C)c1NC(=O)CNC(=O)c1ccc2ccccc2n1 | -4% | 2% | ? | -13% | 10% | -15% | -9% | 3% | 0.1%
Cc1ccc(S(C)(=O)=O)cc1C(=O)NC(C)C1CC2CCC1C2 (stereo not given) | 0% | 6% | 20% | 7% | 5% | -14% | -12% | -3% | 0.0%
O=S(=O)(c1ccc(Cl)cc1)N1CCN(C2CCN(Cc3ccccc3)CC2)CC1 | 1% | 6% | -11% | 0% | 0% | 4% | -16% | · | 0.0%
Cn1c(N)c(C(=O)COC(=O)c2ccc(C(F)(F)F)cc2)c(=O)n(C)c1=O | 5% | 1% | -3% | -12% | -2% | -1% | -5% | 3% | ·
CN(C)CCCNC(=O)c1ccc(Oc2ccccc2)cc1 | -4% | -11% | 12% | -17% | -2% | 1% | -8% | 4% | -1.0%
Cc1ccc(Cl)cc1NC(=O)CCCn1c(=O)c2cccn2c2ccccc21 | 5% | 6% | -13% | -17% | -3% | 9% | -30% | -14% | -1.6%
Cc1nonc1CC(=O)N1CCCC(C(=O)c2cccc(C(F)(F)F)c2)C1 (stereo not given) | 0% | 0% | 14% | 7% | 10% | -10% | -17% | -11% | -0.8%
O=C(/C=C/c1ccc(F)cc1)Nc1ccc2[nH]c(=O)[nH]c2c1 | -11% | -11% | 28% | 0% | 5% | -13% | -23% | ? | -0.4%
CCOC(=O)c1cc(OC(=O)c2cccc(C)c2)n(-c2ccccc2)n1 | 1% | 2% | 33% | ? | 8% | -4% | -21% | 1% | -0.8%
CN(C)S(=O)(=O)c1ccc2c(c1)N(CC(=O)NCc1cccc(Br)c1)C(=O)CS2 | -24% | 0% | 24%[57.1 µM] | 1% | 3%[57.1 µM] | 10% | -14% | 0% | 0.6%
CCC(C)NC(=O)CSc1nnc(-c2c[nH]c3ccccc23)o1 (stereo not given) | -4% | 5% | 42%[activator][57.1 µM] | ? | 9%[57.1 µM] | -10% | -15% | 5% | 1.1%
CCOC(=O)C1CCN(Cc2ccccc2C(F)(F)F)CC1 | -1% | 5% | 1% | ? | 1% | -11% | -5% | -18% | 3.3%
CCCn1c(SCC(=O)c2ccc3c(c2)OCCO3)nnc1-c1ccco1 | 0% | 7% | ? | -25% | -10% | -40% | -6% | · | 2.6%
Cc1ccc2c(COC(=O)C3CC(=O)N(c4ccc5c(c4)OCCO5)C3)cc(=O)oc2c1 (stereo not given) | 1% | 0% | 14% | -14% | 4% | 1% | -18% | 9% | ·

Nothing new here: 7 of the compounds above.
SMILES | Vif-APOBEC3G blk | mIDH1 inhibitor | rTrxR1 inhibitor | 12-LOX inh | TrxR1 substrate | RGS4 inhibitor | USP1-UAF1 inh | Vif-A3F inh | RXFP1 ag
Cc1cccc(C)c1NC(=O)CNC(=O)c1ccc2ccccc2n1 | -4% | 2% | ? | -13% | 10% | -15% | -9% | 3% | 0.1%
Cc1ccc(S(C)(=O)=O)cc1C(=O)NC(C)C1CC2CCC1C2 (stereo not given) | 0% | 6% | 20% | 7% | 5% | -14% | -12% | -3% | 0.0%
O=S(=O)(c1ccc(Cl)cc1)N1CCN(C2CCN(Cc3ccccc3)CC2)CC1 | 1% | 6% | -11% | 0% | 0% | 4% | -16% | · | 0.0%
Cn1c(N)c(C(=O)COC(=O)c2ccc(C(F)(F)F)cc2)c(=O)n(C)c1=O | 5% | 1% | -3% | -12% | -2% | -1% | -5% | 3% | ·
CN(C)CCCNC(=O)c1ccc(Oc2ccccc2)cc1 | -4% | -11% | 12% | -17% | -2% | 1% | -8% | 4% | -1.0%
Cc1ccc(Cl)cc1NC(=O)CCCn1c(=O)c2cccn2c2ccccc21 | 5% | 6% | -13% | -17% | -3% | 9% | -30% | -14% | -1.6%
Cc1nonc1CC(=O)N1CCCC(C(=O)c2cccc(C(F)(F)F)c2)C1 (stereo not given) | 0% | 0% | 14% | 7% | 10% | -10% | -17% | -11% | -0.8%
